Assay outcomes: PubChem BioAssay, The Scripps Research Institute Molecular Screening Center
CHO-K1 Ca antag = counter-screen for M1 antagonists: effect in parental CHO-K1 cells; AID 602250; inhibition, % at 3 µM; hit rate 0.6% among 360,000; ATP-induced calcium, Fluo-8 fluorescence;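 active means inhibition above a per-plate cutoff, the plate's mean sample inhibition plus 3 SD, cut at about 24% in these data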;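 further: 0% = DMSO plus EC80 ATP and 100% = DMSO alone without ATP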
TAAR1 agonist = agonists of human TAAR1. CHO RD-HGA16 TAAR1, Fluo-8 calcium fluorescence; vehicle wells 0%, saturating PEA agonist 100%. hit rate 0.99% among 360,000. AID 624467. activation, % at 3 µM;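 active means activation above the mean activation of all test compounds in the run plus 3 SD, cut at about 38% in these data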
Target sequence (Q96RJ0 whole entry, looked up): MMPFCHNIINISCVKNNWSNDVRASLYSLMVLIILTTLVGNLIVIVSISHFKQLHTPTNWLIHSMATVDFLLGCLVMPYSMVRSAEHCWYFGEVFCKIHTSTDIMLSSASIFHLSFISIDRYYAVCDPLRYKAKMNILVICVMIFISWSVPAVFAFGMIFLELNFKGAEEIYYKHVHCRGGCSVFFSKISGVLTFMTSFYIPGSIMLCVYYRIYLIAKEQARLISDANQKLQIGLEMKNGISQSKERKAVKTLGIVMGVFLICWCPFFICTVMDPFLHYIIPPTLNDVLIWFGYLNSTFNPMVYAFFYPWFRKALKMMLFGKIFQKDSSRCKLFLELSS
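Test system: RD-HGA16 (CHO) cells co-expressing Gα16 and hTAAR1 / Benchmarks: DMSO vehicle as 0%, PEA at EC100 as 100% / Repeats: no replicates (n 1) / Measure: % activation from peak over basal fluorescence ratio, DMSO-to-PEA scaled / Timing: 17-24 h plating, Fluo-8 75 min 37 °C, 30 min RT / Technique: kinetic Fluo-8 calcium fluorescence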
V1aR counter = V1a receptor agonism, counter-screen for OXTR agonists. P37288. CHO-V1R cells, Fluo-8 calcium fluorescence, agonist mode; 0% DMSO, 100% 3 nM vasopressin. activation, % at 3 µM. hit rate 0.25% among 320,000;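 active means activation above the mean activation of all tested compounds plus 3 SD, per screening run, cut at about 20% in these data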;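 further: signal is peak over basal fluorescence ratio across a 100 second FLIPR read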
CHO parental Ca = signal in parental CHO cells, OX1R antagonist counter-screen | parental CHO-K1, ATP-induced calcium, Fluo-8 fluorescence | inhibition, % at 5.6 µM | hit rate 0.63% among 330,000 | AID 463079;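 active means inhibition above that plate's mean sample inhibition plus 3 SD, cut at about 26% in these data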;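 further: 0% = ATP-challenged DMSO wells and 100% = DMSO wells without ATP; some compounds past the cut are filed as inactive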
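Material – parental CHO cells · Reagent – ATP stimulus · Compound – single nominal dose of 5.6 µM per compound · Detection – Fluo-8 fluorescence · Read-out basis – percent inhibition of calcium signal · Controls – ATP-challenged DMSO wells low, unchallenged DMSO wells high · Repeats – no replicates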
CHO-K1 Ca ag = counter-screen for M1 agonists: effect in parental CHO-K1 cells | Fluo-8 calcium fluorescence; scaled to maximal ATP response, vehicle zero | activation, % at 3 µM | hit rate 0.48% among 360,000; in the data active means activation above about 15%;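 further: untransfected CHO-K1 host cells lacking M1 receptor as counterscreen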
M1 ag = activates human CHRM1 receptor; P11229; CHO-K1 hM1, Fluo-8 calcium fluorescence, agonist mode; 0% DMSO, 100% acetylcholine EC100; activation, % at 3 µM; hit rate 0.33% among 360,000; AID 588814;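 active means activation above the run's mean compound activation plus 3 SD, cut at about 16% in these data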;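 further: peak over basal fluorescence ratio within a 140 s kinetic read after compound addition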
Target sequence (P11229 whole entry, looked up): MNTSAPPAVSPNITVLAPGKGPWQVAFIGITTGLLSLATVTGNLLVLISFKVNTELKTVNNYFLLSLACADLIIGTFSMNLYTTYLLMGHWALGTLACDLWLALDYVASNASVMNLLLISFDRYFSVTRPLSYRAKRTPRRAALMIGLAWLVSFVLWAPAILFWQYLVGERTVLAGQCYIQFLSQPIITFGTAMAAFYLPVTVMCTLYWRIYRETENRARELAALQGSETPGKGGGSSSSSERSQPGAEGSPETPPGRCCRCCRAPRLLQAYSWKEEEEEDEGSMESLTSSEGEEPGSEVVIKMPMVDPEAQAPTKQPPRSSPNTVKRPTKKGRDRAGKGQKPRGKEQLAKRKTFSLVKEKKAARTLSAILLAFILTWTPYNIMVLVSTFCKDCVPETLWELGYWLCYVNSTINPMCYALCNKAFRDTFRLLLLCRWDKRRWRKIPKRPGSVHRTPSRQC
CHO-K1 Ca PAM = nonselective activator or artifact in parental CHO-K1 calcium assay. ATP EC20, Fluo-8 calcium fluorescence; 0% at ATP EC20, 100% at ATP max. activation, % at 3 µM. hit rate 0.02% among 360,000;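 active means activation above the run cutoff, the mean activation of all test compounds plus 3 SD, cut at about 40% in these data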;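 further: peak over basal fluorescence ratio in a 140 s read after ATP addition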
TAAR1 antagonist = human TAAR1 antagonism. Q96RJ0. CHO RD-HGA16 TAAR1, Fluo-8 calcium fluorescence, antagonist. inhibition, % at 3 µM. hit rate 1.5% among 360,000. AID 624466;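 active means inhibition above a per-plate cutoff, the mean inhibition of test compounds on that plate plus 3 SD, cut at about 49% in these data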;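 further: 0% = DMSO plus EC80 beta-PEA response and 100% = DMSO alone without agonist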
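Test system: CHO RD-HGA16 cells bearing hTAAR1 | Reagent: β-PEA, EC80 | Compound dosing: 3 µM, single point | Schedule: Dye loading 75 min at 37 °C, then 30 min room temperature | Signal: Calcium fluorescence with Fluo-8 | Evaluation: Percent inhibition of PEA-evoked calcium signal, max/basal emission ratio | Control set: DMSO-only wells and EC80 β-PEA-stimulated wells | Repeats: Singlicate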
OXTR potentiator = potentiates the human oxytocin receptor response. P30559. CHO-OTR cells, Fluo-8 calcium fluorescence, potentiator mode; 0% = oxytocin EC15, 100% = EC100. activation, % at 3 µM. hit rate 0.061% among 320,000;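 active means activation above that plate's cutoff, the mean activation of tested compounds plus 3 SD, cut at about 6.6% in these data, passing the limit was not always enough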;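 further: 100% uses oxytocin at 75 nM as the full agonist control; some results filed as inactive read as strong as hits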
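System: human OTR in CHO cells; Also added: sub-maximal oxytocin, roughly EC15; Timing: compound 6 min at room temperature before oxytocin, 100 s read; Technique: Fluo-8 intracellular calcium fluorescence, ex 470-495, em 515-575 nm; Controls: oxytocin EC15 low and EC100 high; Replication: singlicate.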
Active calls of the source: *; . = no result given. The order is random; about 3.3% have a hit in one of these screens.

Each structure is followed by: CHO-K1 Ca antag	TAAR1 agonist	V1aR counter	CHO parental Ca	CHO-K1 Ca ag	M1 ag	CHO-K1 Ca PAM	TAAR1 antagonist	OXTR potentiator
1. CC(C)OC(=O)C(NC(=O)c1ccccc1)=C1CCCCC1
    -18	14	-0.6	-5	0.8	-4	21	-1	-1
2. OCCN1CCN(c2nc(-c3ccccc3)nc3c2oc2ccccc23)CC1
    10	5	4.4	-3	0.8	-2	-3	0	-21
3. O=c1oc(-c2ccccc2Br)nc2ccccc12
    -10	1	-0.4	5	-0.3	-4	5	-9	-4
4. NC(=O)c1ncn([C@@H]2O[C@H](CNC(=O)[C@H](N)CSCc3ccccc3)[C@@H](O)[C@H]2O)n1
    -9	1	.	.	0.6	-2	-4	-8	.
5. O=C(CN1CCCC1)NCC1(c2ccccc2)CCOCC1
    -14	1	0.6	-1	0.6	-14	1	-12	-6
6. COc1ccc(-c2cn3cccnc3n2)cc1NC(=O)CC(C)C
    -11	-2	-0.6	-1	-0.2	-5	21	25	-5
7. CCn1cc(C2=NC(C(C)C)CO2)c2ccccc21 (stereo unspecified)
    -11	0	-1.0	-11	0.3	-12	17	-27	1
8. CC1=C(C(=O)Nc2ccccc2C(=O)NCCCN2CCN(C)CC2)SCCO1
    -10	5	0.0	-9	-0.1	-3	-10	-38	-2
9. O=C(N/N=C/c1cccc(C(F)(F)F)c1)c1ccccc1O
    -9	3	3.9	-5	2.8	-1	0	0	-27
10. CCOP(=O)(Nc1ccc2oc(=O)c3ccccc3c2c1)OCC
    -12	5	1.1	-12	2.1	-6	-17	-21	-3
11. COc1cc(/C=N/n2cnnc2)ccc1Oc1nc(Cl)ncc1F
    -2	6	1.3	4	0.3	-2	-10	-18	-1
12. CC(C)n1nc(C(=O)NCCc2ccc(S(N)(=O)=O)cc2)c2ccccc2c1=O
    21	16	0.9	-4	0.5	9	-5	-15	-3
13. COc1cccc(CNC(=O)CCCc2c[nH]c3ccccc23)c1
    6	3	2.4	-12	2.3	1	9	33	-12
14. CCC(=O)Nc1nn(C)c2nc3c(C)cccc3cc12
    19	7	-1.1	-10	0.3	-2	0	-6	-5
15. Cc1cccc(NC(=O)/C(C#N)=C/c2ccc[nH]2)c1C
    12	0	.	.	6.3	-2	-7	20	.
16. COc1ccc(C(=O)CC(Nc2ccc([N+](=O)[O-])cc2)c2ccc(Cl)cc2)cc1 (stereo unspecified)
    1	3	-1.0	-18	0.9	-4	7	14	-13
17. O=C1CCCc2c1cc(C(=O)NCc1ccco1)c(=O)n2-c1ccccc1
    -4	0	-0.3	-14	0.1	-3	8	12	2
18. CCOc1ccc(NC(=O)C2CC(=O)N(Cc3ccco3)C2)cc1 (stereo unspecified)
    -12	9	-0.6	-15	-0.4	-2	1	-4	-4
19. CC(=O)NCCc1c[nH]c2ccc(OCc3ccccc3)cc12
    -8	5	0.7	-6	1.5	1	23	-13	-7
20. O=c1oc(-c2ccc(F)cc2)nc2ccsc12
    0	1	1.6	1	-0.1	-2	-2	6	-6
21. COc1ccccc1/C=C/C(=O)Nc1cccc(S(=O)(=O)N2CCOCC2)c1
    -9	9	2.4	-22	3.9	-5	7	59*	-2
22. CCOc1ccc(S(=O)(=O)Nc2cccc(C(=O)N3CC(C)OC(C)C3)c2)cc1 (stereo unspecified)
    23	3	2.2	-14	0.0	1	-33	-18	-14
23. CC(=O)N1CCc2cc(S(=O)(=O)NC(C(=O)NC3CCCc4ccccc43)C(C)C)ccc21 (stereo unspecified)
    2	0	-1.2	-5	-0.6	-6	11	-12	-3
24. CCCCn1c(N)c(N(CC(C)C)C(=O)c2ccc([N+](=O)[O-])o2)c(=O)[nH]c1=O
    -8	18	0.6	-6	-0.2	0	-17	-4	5
25. Cc1ccccc1C1C(=O)c2ccccc2C1=O
    -3	1	0.2	15	0.1	-3	6	-18	-7
26. N#Cc1cc2c(nc1SCC(N)=O)CCCCC2
    -14	10	0.6	-11	0.4	-9	20	2	1
27. Cc1ccc(CC(=O)O/N=C(\N)c2ccncc2)cc1
    -3	1	4.7	4	3.2	5	-12	-12	-10
28. Cc1ccc2c(c1)C(c1ccc(F)cc1)N(C(=O)C1CC1)CC(=O)N2 (stereo unspecified)
    2	2	0.8	-7	0.4	-5	14	-2	2
29. CCOc1cc(C(=O)O)ccc1OCCOc1ccccc1
    -11	5	-0.3	-3	0.3	-1	7	-12	2
30. O=C1Cn2c(nc3ccccc32)N1c1cccc(C(F)(F)F)c1
    -15	3	-0.2	-13	0.8	-6	14	-3	-2
31. CCc1nc2ccc(C(=O)N3CCN(C)CC3)cn2c1N(CCC(C)C)CCN(C)C
    -7	3	.	.	0.3	-3	1	-1	.
32. O=C(COC(=O)c1ccc(NS(=O)(=O)c2cccs2)cc1)NCC1CCCO1 (stereo unspecified)
    -13	2	-0.5	-5	1.7	-7	13	17	-3
33. c1ccc(C2=Nc3cccc4cccc(c34)N2)cc1
    -5	0	0.3	9	0.0	-4	16	-6	-10
34. Cc1cc(C)cc(NC(=O)C(Sc2nnc(C)c(=O)[nH]2)c2ccccc2)c1 (stereo unspecified)
    -3	-1	-0.6	-14	-0.2	-1	12	-20	-14
35. CCn1c(=O)n(CC)c2cc(N3CCCC3)c(NC(=O)c3cccc(C)c3)cc21
    7	1	-1.5	-22	0.4	-6	2	-5	-3
36. CC(=O)Nc1sc(N/N=C\c2ccccc2Cl)nc1-c1cccs1
    -5	1	-0.3	-13	0.6	-6	14	23	-3
37. CCOC(=O)NC(=O)/C(C#N)=N\Nc1ccc(Cl)cc1
    -1	4	2.9	1	3.7	3	10	9	-14
38. CC1Cc2nc(SCC(=O)NCc3ccco3)n(Cc3ccccc3)c(=O)c2S1 (stereo unspecified)
    6	-1	-1.3	-5	2.4	-8	10	-19	-5
39. COCCCNC(=O)/C=C1\Sc2ccccc2N(Cc2ccccc2F)C1=O
    1	2	-1.6	-19	0.7	-4	-6	-7	-3
40. COC(=O)c1ccc(NC(=O)c2ccccc2N(C)S(C)(=O)=O)cc1
    -8	11	0.6	-17	0.5	-2	22	-5	-7
41. O=C1c2cccnc2C(=O)N1Cc1ccc(S(=O)(=O)N2CCOc3ccccc32)cc1
    -3	6	0.7	-8	1.4	-4	-15	-18	-6
42. CCN(CC)S(=O)(=O)c1ccc2c(c1)nc(SCn1nnc3ccccc3c1=O)n2CC
    -10	2	-0.8	-15	0.5	-4	20	7	2
43. Cc1ccc(N/N=C/c2ccc(N3CCOCC3)cc2)cc1C
    -4	1	0.7	-11	0.4	-3	11	-1	-6
44. Cc1ccc(C(=O)c2ccc([N+](=O)[O-])cc2)cc1C
    -6	-2	-1.6	-5	-0.3	-8	0	5	8
45. Cc1nn(-c2ccccc2)c2sc(-c3n[nH]c(=S)o3)cc12
    25*	2	1.7	-14	-0.8	-3	-7	9	0
46. COC1(c2ccccc2)NC(=S)NN=C1c1ccccc1 (stereo unspecified)
    -17	8	0.6	-5	0.9	-3	16	-4	0
47. COc1ccc(OC)c(S(=O)(=O)N2CCC(C(=O)NC(C)c3ccccc3)CC2)c1 (stereo unspecified)
    -10	7	0.6	-11	2.3	-2	13	4	2
48. C=CCn1c(SCC2=C(C(=O)OCC)C(C)NC(=O)N2)nnc1C1CCCCC1 (stereo unspecified)
    -11	0	-0.6	-10	0.8	-1	20	1	-6
49. Cc1n[nH]c(C)c1CCN(C)Cc1cn(C)nc1-c1ccccc1F
    -11	1	0.8	-7	-0.3	-7	-7	-21	-4
50. COc1cc2c(C(=O)NCCCN3CC(C)CC(C)C3)cn(CC(C)C)c(=O)c2cc1OC (stereo unspecified)
    -22	1	-0.4	-10	-0.2	-6	3	3	-12
51. O=C(CNC(=O)c1ccc(Br)o1)NCc1ccc(Cl)cc1
    -3	-1	-0.6	-3	0.0	-1	10	1	-5
52. N#CN=C(c1ccccc1)c1ccccc1
    -9	-4	0.8	-2	-0.2	-5	-17	-10	-1
53. COC(=O)c1c(NC(=O)c2ccoc2C)sc2c1CCC2
    -10	2	0.0	-11	0.0	-3	-9	4	0
54. O=C(Oc1ccc(-c2ccccc2)cc1)C1C2CCCCC21 (stereo unspecified)
    -9	1	3.0	4	0.2	1	4	10	-3
55. O=C1CC2(CCN(C(=O)c3ccc([N+](=O)[O-])cc3)CC2)Oc2ccccc21
    -7	2	6.4	-4	0.7	-5	1	8	-4
56. CCCn1nnnc1NCc1ccccc1F
    -5	2	0.2	-14	0.7	-1	17	0	2
57. Cc1cc(C(=O)N/N=C/c2ccc(-c3cccc([N+](=O)[O-])c3)o2)n[nH]1
    -11	7	14	-4	0.8	-1	21	0	1
58. CCCc1cc(=O)[nH]c(SCC(=O)N(C)CC(=O)Nc2ccc(F)cc2)n1
    -10	1	-0.2	-10	-0.1	-4	-4	-10	-3
59. COc1cc(C(=S)N2CCC(C)CC2)ccc1O
    11	0	0.2	9	-0.1	-4	-8	5	-5
60. COc1ccc(-c2c(C)nn3c(N4CCN(Cc5ccccc5)CC4)cc(C)nc23)cc1OC
    -13	-2	-0.5	-11	0.4	-6	18	3	-6

Next section
Each structure is followed by: CHO-K1 Ca antag	TAAR1 agonist	V1aR counter	CHO parental Ca	CHO-K1 Ca ag	M1 ag	CHO-K1 Ca PAM	TAAR1 antagonist	OXTR potentiator
61. CC(=O)N(CCCCN1C(=O)c2ccccc2C1=O)c1ccc(C)cc1
    14	8	2.5	-17	1.9	-3	-5	23	-21
62. CCCNC(=O)N(C)C[C@@H]1Oc2cc(Br)ccc2S(=O)(=O)N([C@@H](C)CO)C[C@H]1C
    0	1	.	.	0.5	-4	21	-5	.
63. Cc1ccc(Cl)cc1NC(=O)CC1NCCNC1=O (stereo unspecified)
    13	1	-0.3	-19	-0.3	0	-5	6	-1
64. CCNC(=O)c1c(O)c2c([nH]c1=O)CCCC2
    -11	3	-0.3	-2	-0.1	-3	3	-13	-1
65. C(=N\Nc1ccc2nncn2n1)/c1ccco1
    12	5	-0.3	2	-0.1	-2	-10	-21	-1

Random excerpt: 2 entries already listed, in no set order.
Each structure is followed by: CHO-K1 Ca antag	TAAR1 agonist	V1aR counter	CHO parental Ca	CHO-K1 Ca ag	M1 ag	CHO-K1 Ca PAM	TAAR1 antagonist	OXTR potentiator
65. C(=N\Nc1ccc2nncn2n1)/c1ccco1
    12	5	-0.3	2	-0.1	-2	-10	-21	-1
62. CCCNC(=O)N(C)C[C@@H]1Oc2cc(Br)ccc2S(=O)(=O)N([C@@H](C)CO)C[C@H]1C
    0	1	.	.	0.5	-4	21	-5	.
